# OXTR potentiator – human OXTR potentiators, primary screen, fluorescence, CHO-OTR cells, Fluo-8 calcium; Oxytocin receptor (Homo sapiens), P30559; AID 2445, 2010; 320,000 compounds, 0.061% hits; activation, % at 3 µM; Fluo-8 calcium fluorescence, potentiator mode; 0% = oxytocin EC15, 100% = EC100;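 active means activation above that plate's cutoff, the mean activation of tested compounds plus 3 SD, cut at about 6.6% in these data, passing the limit was not always enough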;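 further: 100% uses oxytocin at 75 nM as the full agonist control; some results filed as inactive read as strong as hits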
# Target sequence (P30559 whole entry, looked up): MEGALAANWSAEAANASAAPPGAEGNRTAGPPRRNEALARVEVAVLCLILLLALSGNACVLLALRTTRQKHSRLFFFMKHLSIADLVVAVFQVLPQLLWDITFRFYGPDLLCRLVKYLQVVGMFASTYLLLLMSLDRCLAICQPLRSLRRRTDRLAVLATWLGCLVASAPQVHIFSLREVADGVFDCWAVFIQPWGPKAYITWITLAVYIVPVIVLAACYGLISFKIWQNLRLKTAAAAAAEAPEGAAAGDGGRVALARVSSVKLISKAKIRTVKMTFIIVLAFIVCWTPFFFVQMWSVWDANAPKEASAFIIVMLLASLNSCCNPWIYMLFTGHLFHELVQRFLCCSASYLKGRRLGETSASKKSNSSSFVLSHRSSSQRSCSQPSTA
#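 Assay system: CHO cell line stably expressing human OTR. Reagent: EC15 oxytocin agonist. Dosing: single dose, 3.0 µM nominal final compound concentration. Timing: compound 6 min at room temperature before oxytocin, 100 s read. Signal: kinetic Fluo-8 calcium fluorescence. Controls: oxytocin EC15 low and EC100 high.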
# CHO-K1 Ca ag – counter-screen for M1 agonists: effect in parental CHO-K1 cells. activation, % at 3 µM. 360,000 compounds, 0.48% hits. Fluo-8 calcium fluorescence; scaled to maximal ATP response, vehicle zero; in the data active means activation above about 15%;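 further: untransfected CHO-K1 host cells lacking M1 receptor as counterscreen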
# M1 antag – human M1 muscarinic receptor antagonists, primary screen, CHO-K1 cells, Fluo-8 calcium fluorescence, 1536-well | CHO-K1 hM1, ACh EC80 antagonist | inhibition, % at 3 µM | Muscarinic acetylcholine receptor M1 (Homo sapiens), P11229 | 360,000 compounds, 1.3% hits;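 active means percent inhibition above its own plate's cutoff, namely the mean of that plate's compound wells plus 3 SD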;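 further: peak over basal fluorescence ratio during 140 s after agonist addition; 0% = ACh EC80 plus DMSO and 100% = DMSO alone without agonist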
# Target sequence (P11229 whole entry, looked up): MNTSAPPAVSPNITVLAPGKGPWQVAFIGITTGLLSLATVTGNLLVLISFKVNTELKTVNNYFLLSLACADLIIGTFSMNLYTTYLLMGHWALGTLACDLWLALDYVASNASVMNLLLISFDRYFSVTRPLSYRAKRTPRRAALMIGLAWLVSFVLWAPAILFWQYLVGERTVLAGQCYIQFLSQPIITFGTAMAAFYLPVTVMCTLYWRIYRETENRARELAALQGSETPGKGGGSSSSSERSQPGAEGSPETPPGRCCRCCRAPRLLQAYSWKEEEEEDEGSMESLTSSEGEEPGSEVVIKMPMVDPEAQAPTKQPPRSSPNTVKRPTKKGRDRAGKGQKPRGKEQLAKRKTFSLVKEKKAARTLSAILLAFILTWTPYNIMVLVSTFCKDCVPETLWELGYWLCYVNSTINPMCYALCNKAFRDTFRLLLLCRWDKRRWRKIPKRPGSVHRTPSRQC
# CHO-K1 Ca PAM – nonselective calcium activators in parental CHO-K1 cells, primary screen, counter-screen for M1 PAM project, cell-based, Fluo-8 calcium fluorescence, full deck, 1536-well; activation, % at 3 µM; 360,000 compounds, 0.02% hits; ATP EC20; 0% at ATP EC20, 100% at ATP max;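 active means activation above the run cutoff, the mean activation of all test compounds plus 3 SD, cut at about 40% in these data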;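 further: peak over basal fluorescence ratio in a 140 s read after ATP addition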
# TAAR1 antag – human TAAR1 antagonists, primary screen, Fluo-8 calcium fluorescence, CHO RD-HGA16 cells | antagonist | inhibition, % at 3 µM | 360,000 compounds, 1.5% hits;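 active means inhibition above a per-plate cutoff, the mean inhibition of test compounds on that plate plus 3 SD, cut at about 49% in these data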;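 further: 0% = DMSO plus EC80 beta-PEA response and 100% = DMSO alone without agonist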
#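 Material: CHO RD-HGA16 cells bearing hTAAR1; compound dosing: one-point dosing, 3 µM nominal final; schedule: dye loading 75 min at 37 °C, then 30 min room temperature; measured by: calcium fluorescence with Fluo-8; control set: vehicle and agonist controls; replication: n of 1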
# M1 ag – human M1 muscarinic receptor agonists, primary screen, Fluo-8 calcium fluorescence, CHO-K1 cells, HTS. Muscarinic acetylcholine receptor M1 (Homo sapiens), P11229. CHO-K1 hM1, agonist mode; 0% DMSO, 100% acetylcholine EC100. activation, % at 3 µM. 360,000 compounds, 0.33% hits. AID 588814, 2011;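 active means activation above the run's mean compound activation plus 3 SD, cut at about 16% in these data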;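 further: peak over basal fluorescence ratio within a 140 s kinetic read after compound addition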
# CHO parental Ca – ATP-evoked calcium signal inhibitors, parental CHO, primary screen, counter-screen for OX1R antagonist project, cell-based, fluorescence, Fluo-8 calcium dye. parental CHO-K1, ATP-induced calcium, Fluo-8 fluorescence. AID 463079, 2010. 330,000 compounds, 0.63% hits. inhibition, % at 5.6 µM;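 active means inhibition above that plate's mean sample inhibition plus 3 SD, cut at about 26% in these data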;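 further: 0% = ATP-challenged DMSO wells and 100% = DMSO wells without ATP; some compounds past the cut are filed as inactive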
#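 Test system: untransfected parental CHO cell line. Compound: one dose, 5.6 µM nominal. Detection: intracellular calcium via Fluo-8 no-wash fluorescent dye. Measure: % inhibition. Benchmarks: ATP-challenged DMSO wells low, unchallenged DMSO wells high.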
# TAAR1 agonist – human TAAR1 agonists, primary screen, Fluo-8 calcium fluorescence, CHO RD-HGA16 cells | Trace amine-associated receptor 1 (Homo sapiens), Q96RJ0 | vehicle wells 0%, saturating PEA agonist 100% | activation, % at 3 µM | 360,000 compounds, 0.99% hits;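 active means activation above the mean activation of all test compounds in the run plus 3 SD, cut at about 38% in these data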
#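 System: CHO-derived RD-HGA16 cells with stable Gα16 and human TAAR1 / Times: 17-24 h plating, Fluo-8 75 min 37 °C, 30 min RT / Technique: calcium-sensitive Fluo-8 signal, excitation 470-495, emission 515-575 nm / Measure: % activation relative to PEA EC100 response / Benchmarks: DMSO and PEA EC100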
# CHO-K1 Ca antag – nonselective inhibitor or artifact in parental CHO-K1 cells; ATP-induced calcium, Fluo-8 fluorescence; inhibition, % at 3 µM; 360,000 compounds, 0.6% hits;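 active means inhibition above a per-plate cutoff, the plate's mean sample inhibition plus 3 SD, cut at about 24% in these data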;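 further: 0% = DMSO plus EC80 ATP and 100% = DMSO alone without ATP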
# * hit, by the source's call; x = not tested or not shown.
# Fields: OXTR potentiator	CHO-K1 Ca ag	M1 antag	CHO-K1 Ca PAM	TAAR1 antag	M1 ag	CHO parental Ca	TAAR1 agonist	CHO-K1 Ca antag
> O=C1NC(=O)C(CCc2ccncc2)(Cc2cccc(Cl)c2Cl)C(=O)N1c1ccc(Br)cc1 (stereo not drawn)
→ -16	7.9	0	4	10	-7	-44	8	-7
> c1ccc2c(CCNC3CCCCC3)c[nH]c2c1
→ -2	3.9	-1	13	6	-13	-24	15	6
> Oc1cc(O)cc(/C=C/c2ccc(O)cc2O)c1
→ -2	0.2	-10	-2	x	-1	-1	x	-6
> O=C1NC(=O)N(Cc2ccccc2)C(=O)C1Cc1ccccc1 (stereo not drawn)
→ x	2.8	-3	20	-13	5	x	3	-6
> Cn1ncc(Cl)c1C(=O)N1CCC2(CC1)OCCO2
→ -3	0.2	-17	3	-24	1	19	1	1
> O=C(O)c1ccc(-[n+]2c(-c3ccccc3)cc(-c3ccccc3)cc2-c2ccccc2)cc1
→ -5	0.6	-7	10	-8	-6	8	2	-10
> O=C(NC1CN2CCC1CC2)c1cc(Cl)c([N+](=O)[O-])c2nc[nH]c12 (stereo not drawn)
→ -7	-0.2	11	2	6	-10	-13	2	0
> COC(=O)C(O)(c1c[nH]c2ccccc12)C(F)(F)F (stereo not drawn)
→ 0	-0.2	-3	3	10	-4	-3	5	10
> Nc1ccc(CC2=NCCN2)cc1
→ x	0.8	-6	7	-31	-6	x	27	-10
> CC1CC2CC(=O)CCC2(C)C2CCC3(C)C(O)CCC3C12 (stereo not drawn)
→ x	0.4	3	23	-3	-1	x	1	-20
> CN(C)c1ccc(/C=C2\C(=O)NC(=O)N(Cc3ccc(F)cc3)C2=O)cc1
→ -8	12	-6	-9	-13	-3	-7	30	14
> O=c1[nH]c(=O)n(Cc2ccccc2)c(O)c1C=NCCN1CCOCC1
→ -2	0.7	-12	22	-5	-8	2	4	-25
> CCn1nc(/C=C/c2ccccc2)nc2c(=O)n(C)c(=O)nc1-2
→ x	2.4	11	16	3	-3	x	10	-8
> COc1ccc(NC(=O)[C@@H](NC(=O)N2C[C@H]3C[C@@H](C2)c2cccc(=O)n2C3)C(C)C)cc1
→ -1	0.0	-11	19	-19	-1	-8	2	-6
> OC(c1ccccc1)(c1ccccc1)C1CCCN1 (stereo not drawn)
→ -5	1.0	-3	3	13	-10	-8	8	-6
> Cc1ccc(C(O)(C(=O)NNC(=O)CN2CCN(C)CC2)c2ccc(C)cc2)cc1
→ -12	-0.3	-8	14	-11	-2	-4	4	-1
> CCCC/C(=N/O)c1c(C)[nH]c2ccccc12
→ -12	1.2	-11	17	-22	-5	4	1	-13
> Cc1ccc2c(c1)C1CN(C)CCC1N2C(=O)/C(C#N)=C/c1ccc2c(c1)OCO2 (stereo not drawn)
→ -4	1.0	-1	12	-6	-6	-14	0	-4
> Cc1ccc(C2N3CCCN23)cc1 (stereo not drawn)
→ -5	-0.4	-5	-6	-32	-3	-10	5	-2
> C[C@]12CCC(=O)C=C1CC[C@@H]1C2CC[C@]2(C)C(=O)CCC12 (stereo partly drawn)
→ -14	1.3	4	2	-6	-6	-1	6	0
> Oc1c(Cl)cc(Cl)cc1CN1CCN(Cc2ccccc2)CC1
→ -3	0.6	5	15	-18	-12	-20	19	-18
> Cc1cccc(NP2(=O)NCCCN2)c1
→ x	0.7	-7	10	13	-1	x	0	-15
> CCCNC(=O)N1[C@H]2CC[C@@H]1C(C(=O)OC)=C(c1cc3ccccc3s1)C2
→ -9	2.5	1	12	13	-13	9	3	-2
> Oc1c(Cl)c(Cl)c(Cl)c(Cl)c1Cl
→ -14	8.4	-32	13	-2	3	-13	22	-3
> O=C(c1ccc2c(c1)ncn2C1CCCCC1)N1CCC2(CC1)OCCO2
→ -9	x	x	x	15	x	-1	0	x
> CCOP(=O)(CCP(=O)(OCC)OCC)OCC.C[CH2][Sn]([Cl])([Cl])[CH2]C
→ x	0.6	-7	6	-26	-3	x	1	-8
> COc1ccc(CCNCc2cccn2C)cc1OC
→ -7	1.3	-10	16	-32	-5	-22	1	-6
> Cc1ccc(S(=O)(=O)c2nc(-c3ccccc3Cl)oc2N(C)C2CCN(C)CC2)cc1
→ -11	7.0	-3	3	-8	-4	-17	13	-16
> CSCCC(NC(=O)CCC(=O)OC1CC[C@H]2[C@@H]3CC[C@H]4CC(=O)CC[C@]4(C)[C@H]3CC[C@]12C)C(=O)O (stereo partly drawn)
→ 1	1.3	-15	9	-5	-5	1	1	-10
> CCOC(=O)[C@]12Cc3cc(Cl)ccc3[C@H]1N(Cc1ccccc1)C(=O)c1ccccc12
→ x	0.0	-2	21	-13	-7	x	4	-27
> O=C(c1cc(-c2cccnc2)nc2ccccc12)N1CCC2(CC1)OCCO2
→ -1	3.5	10	20	35	-3	-13	8	-7
> COc1cc(CC2C(=O)N(C)C(=O)N(C)C2=O)ccc1OCc1ccccc1
→ 2	1.2	0	8	-5	-2	-1	9	-11
> O=C(/C=C/c1c[nH]c2ccccc12)c1c(O)n(CCc2ccccc2)c(=O)[nH]c1=O
→ -5	2.8	16	2	3	1	24	11	-3
> Cc1ccc(C(=O)Nc2ccc(Cl)cc2C(=O)c2ccccc2)cc1
→ -2	-0.3	-1	-14	-2	-8	-34	15	7
> C=CCn1c(O)c(C(CC)=Nc2ccccc2NC(C)=O)c(=O)[nH]c1=O
→ -2	-0.1	-12	7	10	-4	-4	1	1
> CC(=O)c1ccc(OC(NC(=O)Cc2ccccc2)C(Cl)(Cl)Cl)cc1 (stereo not drawn)
→ -7	0.6	-30	21	-9	-7	0	6	-19
> O=c1[nH]c(=O)n(Cc2ccccc2)c(O)c1/C=N/Nc1c(F)c(F)c(F)c(F)c1F
→ -6	1.2	-1	13	-7	1	6	4	-4
> COc1ccccc1N(CC(=O)NC1CCCC1)C(=O)c1cnn(C(C)C)c1
→ -7	0.7	-10	13	1	-5	1	4	0
> COc1ccc(-n2nnnc2C(c2cccs2)N2CCC3(CC2)C(=O)NCN3c2ccccc2)cc1 (stereo not drawn)
→ x	0.4	-15	-3	11	1	x	0	16
> O=C1NC(=O)N(Cc2ccccc2)C(=O)/C1=C/c1cnc(-c2ccccc2)nc1
→ -3	0.8	0	14	22	-4	-2	7	-4
> O=C1CC(=O)N(c2ccc(Cl)cc2Cl)C(=O)N1
→ -5	-0.2	6	-9	13	-4	-4	7	14
> COc1ccc(CN2CCCC(C(=O)c3ccc(Cl)cc3)C2)c(OC)c1 (stereo not drawn)
→ -13	7.4	39*	19	-2	-6	-24	4	-7
> O=C(c1cccc(C(F)(F)F)c1)C1CCCN(Cc2ccccc2O)C1 (stereo not drawn)
→ -13	1.2	23	7	-6	-6	-27	3	-11
> Cc1ccccc1NC(=O)CCl
→ -3	0.9	-15	11	-25	-3	-7	1	-8
> CS(=O)(=O)c1ccc(C2=C(CNC(=O)c3ccc([N+](=O)[O-])cc3)[C@H]3CC[C@@H](C2)N3Cc2ccccc2)cc1
→ x	0.1	15	4	-19	-10	x	4	-1
> CCOC(=O)C(O)(c1ccc(N=Cc2ccccc2O)c(C)c1)C(F)(F)F (stereo not drawn)
→ -5	0.0	-3	22	3	-6	-1	3	2
> CC(C)(C)n1nnnc1C(c1ccnc2ccccc12)N1CCC2(CC1)C(=O)NCN2c1ccccc1 (stereo not drawn)
→ x	2.4	-3	16	-4	-2	x	4	-3
> O=c1c2ccccc2nc(-c2ccccc2)n1-n1cccc1
→ -2	0.6	-6	8	-12	-3	-13	9	-6
> COc1ccc2nc(/N=C/c3c(O)n(-c4cccc(Cl)c4)c(=O)[nH]c3=O)sc2c1
→ -10	0.9	-4	1	-2	-3	-5	11	-4
> CCC(=NCCCN1CCOCC1)c1c(O)n(-c2ccccc2C)c(=O)[nH]c1=O
→ -3	0.6	-2	14	-15	-3	-10	1	-4

# The listing continues:
# Fields: OXTR potentiator	CHO-K1 Ca ag	M1 antag	CHO-K1 Ca PAM	TAAR1 antag	M1 ag	CHO parental Ca	TAAR1 agonist	CHO-K1 Ca antag
> Clc1ccc(CN2CCNCC2)cc1
→ -3	1.0	-4	15	-5	-7	-6	1	-11
> Cc1ccc(CN2CCN(Cc3ccccc3)CC2)cc1
→ -5	0.8	-5	16	-5	-11	-5	9	4
> CC(=O)c1cn(CCCOc2ccccc2)c2ccccc12
→ -4	8.4	6	5	24	-4	-7	3	0
> CC(C(=O)O)N(C(=O)c1ccccc1)c1ccc(F)c(Cl)c1 (stereo not drawn)
→ 1	2.1	-12	30	-13	-5	-12	14	-13
> Cn1c(O)c(C=NC2CCCCCC2)c(=O)[nH]c1=S
→ 3	1.2	5	4	-14	-9	-16	2	5
> O=c1[nH]c(=O)n(Cc2ccco2)c(O)c1C=NCCCn1ccnc1
→ -15	0.5	-16	6	-7	-5	19	5	-3
> O=C(NCCN1CCOCC1)c1ccc(Cl)nc1
→ -3	0.9	-36	20	-22	-2	-14	3	-16
> CCC1CN1P(=O)(N1CCCC1)N1CC1CC (stereo not drawn)
→ x	0.7	-6	6	1	-3	x	0	-11
> CCOP(=O)(OCC)C(NC(=O)Cc1ccccc1)C(Cl)(Cl)Cl (stereo not drawn)
→ -7	0.0	-7	10	13	-2	-14	1	-14
> COC(=O)C1=C(c2ccc(OC)c(OC)c2)C[C@@H]2CC[C@H]1N2C(=O)NCc1cccc2ccccc12
→ -6	-0.4	-11	12	-5	-8	-30	8	-15
> O=C1NC(=O)N(Cc2ccc(F)cc2)C(=O)/C1=C/c1cccs1
→ 0	1.2	-2	-6	16	0	-7	18	-19
> CCC[C@H](N[C@@H](CCC)[C@H](O)c1ccccc1)[C@H](O)c1ccccc1
→ 5	0.8	-16	3	-17	-3	-23	-1	-7
> CN(C)C(=O)Oc1ccc2c(c1)O/C(=C\c1ccccc1)C2=O
→ -6	1.8	-9	18	-5	-7	-17	1	-14
> CC1CCCCC1NC1CCN(C)CC1 (stereo not drawn)
→ -2	-0.5	-7	-7	7	-4	3	0	-3

# Screening results from PubChem.

# The list is partial; rates above refer to the full screens.
